High-throughput results deposited in PubChem by National Center for Advancing Translational Sciences (NCATS).
Chronic BCR inh: qHTS Assay to Find Inhibitors of Chronic Active B-Cell Receptor Signaling | Potency, µM (titrated, usually from 46.1 µM), for the others: at the top dose ratio change, negative = lower green/red ratio, usual class: inhibitors | ABC-DLBCL IkBa-CBG/CBR reporter, luminescence ratio, 4 h | hit rate 0.05% among 340,000 | AID 493014, 2011; active means well fitted inhibition curve with a large enough effect in the signal ratio, with a control signal flat, not every such curve was filed as active; inconclusive means small, poorly fitted or top-dose-only effect, or effect the other way, or a change in a side signal; the % refers to the signal ratio;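 further: plate controls were basal doxycycline-induced cells for no effect and cells given 10 µM MG132 for full effect; MG132 reads +100%, hits lower the ratio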
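TMD8 ABC-DLBCL cells carrying doxycycline-inducible green luciferase fused to IkappaBalpha plus unfused red luciferase were exposed to compounds (up to 46 uM) for 4 hrs at 37C. Activity came from the overlap-corrected green/red luminescence ratio.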
* hit, by the source's call; ? = inconclusive. Potency means the concentration at half of the fitted maximal effect. The list is partial; count on the stated rates, not on these rows.

SMILES	Chronic BCR inh
Cc1ccc(CCNC(=O)Cn2nc(-c3ccc(C)cc3)ccc2=O)cc1	-1.5%
CCOc1ccc(NC(=O)c2cc(S(=O)(=O)NC3CCCC3)ccc2F)cc1	0.9%
COc1cccc(-c2cc(C(=O)NCc3ccccc3)[nH]n2)c1	?
Cc1cc(-n2c(C)nc3ccccc3c2=O)ccc1NC(=O)C(F)(F)F	10.9%
CCCCN1C(=O)CN(C2CCCCCC2)C(=O)C1c1ccc(OCCC)c(OC)c1 (stereo not drawn)	-0.8%
Fc1ccc(Nc2nc(SCc3ccccc3F)nc3ccccc23)cc1	?
COc1ccc(NC(=O)c2cc(S(=O)(=O)NCCC3=CCCCC3)ccc2F)cc1	?
NC(=O)c1c(NC(=O)CS(=O)(=O)c2ccc(Cl)cc2)sc2c1CCCCC2	0.0%
O=C(Nc1ccc(Cl)c(C(F)(F)F)c1)C1CCCN(S(=O)(=O)c2cccc3cccnc23)C1 (stereo not drawn)	-6.3%
Cc1ccc(C(=O)N2CCc3cc(CNC(=O)c4ccc(Br)cc4)ccc32)cc1	8.1%
CC(=O)c1ccc(NC(=O)CSc2nc(=O)n(Cc3ccccn3)c3c2CCC3)cc1	-5.0%
O=S(=O)(NCC(c1cccs1)S(=O)(=O)c1ccccc1)c1ccc(F)c(C(F)(F)F)c1 (stereo not drawn)	-17.0%

Overlap with the part before: 3 entries, followed by the next part.
SMILES	Chronic BCR inh
Cc1ccc(C(=O)N2CCc3cc(CNC(=O)c4ccc(Br)cc4)ccc32)cc1	8.1%
CC(=O)c1ccc(NC(=O)CSc2nc(=O)n(Cc3ccccn3)c3c2CCC3)cc1	-5.0%
O=S(=O)(NCC(c1cccs1)S(=O)(=O)c1ccccc1)c1ccc(F)c(C(F)(F)F)c1 (stereo not drawn)	-17.0%
O=C(CN1C(=O)CSc2ccc(S(=O)(=O)N3CCCC3)cc21)NCc1ccc(F)cc1Cl	-1.5%
CC(C)Oc1ccc(C(=O)N2CCN(c3nc4c(F)cc(F)cc4s3)CC2)cc1	?
Cc1ccc(C)c(NS(=O)(=O)c2ccc3c(c2)n(C)c(=O)n3C)c1	-24.5%
CCOC(=O)c1ccc(CN(Cc2ccccc2C)S(=O)(=O)c2ccc(F)c(C(=O)Nc3cccc(OC)c3)c2)cc1	8.8%
COc1ccc(C)cc1NC(=O)CSc1nc(=O)n(Cc2cccnc2)c2c1CCC2	?
Cc1ccc(Cl)cc1Nc1nn2c(=O)c3ccc(C(=O)NCc4cccs4)cc3nc2s1	-26.4%
COc1cccc(NC(=O)CSC2=Nc3ccccc3C3=NC(CC(=O)NCc4ccc5c(c4)OCO5)C(=O)N23)c1 (stereo not drawn)	?
COc1cccc(N2CC(NC(=O)/C=C\c3ccc(OC)c(OC)c3)CC2=O)c1 (stereo not drawn)	-2.1%
COC(=O)c1ccc(OCC2c3cc(OC)c(OC)cc3CCN2C(=O)c2ccc(OC)cc2)cc1 (stereo not drawn)	-6.3%
CC(=O)c1cc(-c2ccc(F)cc2)n(CC(=O)NC(C)c2ccccc2)c1C (stereo not drawn)	-6.0%
CCc1ccc(CNC(=O)c2ccc(CS(=O)(=O)Cc3cccc(C)c3)o2)cc1	-0.7%
COc1ccc(C2C(=O)N(C3CCCCC3)CC(=O)N2Cc2ccccc2Cl)cc1OC (stereo not drawn)	5.7%
COc1cccc2cc(-c3nc(Nc4cccc(C)c4C)sc3C)c(=O)oc12	-24.9%
Cn1c(SCC(=O)Nc2nc3ccccc3s2)ncc(C(=O)Nc2ccc(Cl)cc2)c1=O	-5.7%
COc1ccc(CNC(=O)CN2C(=O)COc3ccccc32)c(OC)c1	-7.9%
Cc1c(C(=O)Nc2ccccc2Br)oc2ccc(S(=O)(=O)N3CCCCCC3)cc12	6.9%
CCOc1ccc(S(=O)(=O)Nc2ccc3oc(C)c(C(=O)OCCOC)c3c2)cc1	?
COc1cc(OC)c(OC)cc1/C=C/c1nc2cc3ccccc3cc2c(=O)n1-c1ccc(F)c(Cl)c1	?
Cc1cccc2sc(N3CCN(C(=O)c4ccco4)CC3)nc12	16.1%
COc1ccc(-c2nnc(SCC(=O)Nc3ccc(C(C)=O)cc3)nc2-c2ccc(OC)cc2)cc1	?
COc1ccc(S(=O)(=O)NCC(c2ccco2)N2CCOCC2)cc1C (stereo not drawn)	-29.2%
COc1ccc(S(=O)(=O)NCC(c2ccco2)N2CCN(c3ccc(F)cc3)CC2)cc1 (stereo not drawn)	9.5%
CC(=O)NC1CC(=O)N(c2ccc3c(c2)OCCO3)C1 (stereo not drawn)	-1.4%
COc1ccc(C(=O)NCCn2cc(SCC(=O)Nc3ccc(C)cc3)c3ccccc32)cc1	?

Among those listed so far, 3 contain a thiophene ring, fused or not.
SMILES	Chronic BCR inh
NC(=O)c1c(NC(=O)CS(=O)(=O)c2ccc(Cl)cc2)sc2c1CCCCC2	0.0%
O=S(=O)(NCC(c1cccs1)S(=O)(=O)c1ccccc1)c1ccc(F)c(C(F)(F)F)c1 (stereo not drawn)	-17.0%
Cc1ccc(Cl)cc1Nc1nn2c(=O)c3ccc(C(=O)NCc4cccs4)cc3nc2s1	-26.4%

More entries.
SMILES	Chronic BCR inh
CCCCNC(=O)c1cc(-c2ccc(OC)cc2)nc2n[nH]c(-c3cccc([N+](=O)[O-])c3)c12	1.1%
O=C(CC1Sc2ccccc2NC1=O)Nc1cccc(C(F)(F)F)c1 (stereo not drawn)	?
CCc1cnc2c(c1SCC(=O)NCc1ccc(F)cc1)c(=O)n(C)c(=O)n2C	-5.5%
Cc1cc(=O)[nH]c2nnc(SCc3ccc(Cl)cc3)n12	?
CCC(C)n1c(SCc2ccc(C(C)(C)C)cc2)nc2ccsc2c1=O (stereo not drawn)	0.3%
CCc1ccccc1Nc1ncnc2c1cnn2-c1ccc(Cl)cc1	?
CCCOc1ccc(C2C(=O)N(C3CCCCCC3)CC(=O)N2CCC2=CCCCC2)cc1OC (stereo not drawn)	2.7%
COc1ccc(-n2cc(-c3ccccc3)c3c(NC4CCCCC4)ncnc32)cc1	20.3%
CCOCCCn1c(SCC(=O)OCC)nc2c(sc3ccccc32)c1=O	-1.7%
COC(=O)c1cc2oc(C)cc2n1Cc1ccc(Cl)cc1	10.1%
O=C(NCCc1ccc(Cl)cc1)C1CCN(Cc2cc3ccccc3n2Cc2ccccc2)CC1	?
Cn1cc(C(=O)NCc2ccccc2)c(=O)c2cc(S(=O)(=O)N3CCCCCC3)ccc21	5.5%
Cc1ccc(Cl)cc1-n1ncc2c(NCCc3ccccc3)ncnc21	?
CC1=C(c2ccc(C)c(C)c2)S(=O)(=O)N=C1N1CCC(C(=O)Nc2ccc(Cl)cc2)CC1	-8.3%
COc1ccccc1CNC(=O)c1cnn2c(C)c(Cc3ccc(F)cc3)c(C)nc12	3.1%
CCc1ccccc1NC(=O)CSc1nnc(-c2ccccc2)c(-c2ccccc2)n1	0.0%
CC(=O)c1cc(-c2ccccc2)n(CC(=O)NC2CCCCCC2)c1C	8.8%
COc1ccc(Cl)cc1NC(=O)CSc1nnc2[nH]c(=O)cc(C)n12	2.8%
COc1ccc(Cl)cc1NC(=O)CSc1nc2ccccc2c2nc(-c3ccccc3)nn12	4.2%
O=C(c1cccs1)N(Cc1cccnc1)c1nc2c(Cl)cccc2s1	?
COc1ccccc1NC(=O)CSc1nnc2c3ccccc3n(C)c2n1	0.1%
O=C(CSc1ncccc1C(=O)Oc1ccccc1Cl)Nc1ccc(C(F)(F)F)cc1Cl	?
O=C(Cn1nc(-c2ccccc2)ccc1=O)NCc1ccc(F)cc1Cl	?
COc1ccccc1CNC(=O)CN1N=C(c2ccccc2)CCC1=O	-0.2%
Cc1ccc(C)c(NC(=O)CSc2nc(=O)n(Cc3ccccn3)c3c2CCC3)c1	-1.8%
CCOC(=O)c1ccc2c(c1)N(Cc1ccccc1)C(=O)c1ccccc1S2	6.0%
COc1ccc(N2CCN(c3ncnc4c3cnn4-c3ccc(F)cc3)CC2)cc1	0.9%
CCOc1ccc(-c2nnc(SCC(=O)NC3CCCCC3)nc2-c2ccc(OCC)cc2)cc1	-1.9%
CCOC(=O)c1c(NC(=O)c2ccc(S(=O)(=O)N3CCC(C)CC3)cc2)sc2c1CCN(CC)C2	-0.1%
CCOC(=O)CSc1nc2cc3c(cc2c(=O)n1CCCC(=O)NCc1ccc2c(c1)OCO2)OCO3	-16.6%
COc1ccccc1N1CCN(c2ncnc3c2nnn3C)CC1	?
O=C(CC1N=C2c3ccccc3N=C(SCc3cccc(Cl)c3)N2C1=O)NCc1ccc2c(c1)OCO2 (stereo not drawn)	?
O=C(C1CC1)N1CCN(c2nc3c(Cl)cccc3s2)CC1	11.8%
COc1cc(C(=O)NCc2ccc3c(c2)CCN3C(=O)c2ccc(Cl)cc2)cc(OC)c1OC	23.6%
COc1ccc(-n2cnc3cc(C(=O)NC4CCCCCC4)ccc32)cc1	-1.4%
CCOC(=O)c1cc(-c2ccccc2)n(-c2cccc(C(=O)NC(C)CC)c2)c1C (stereo not drawn)	1.0%
CCOc1ccc(N2C(=O)N(Cc3ccc(C)cc3C)c3ccccc3S2(=O)=O)cc1	0.1%
CCOC(=O)c1cccnc1SCC(=O)Nc1ccc(C)cc1C	?
COCCCn1c(SCc2ccccc2F)nc2c(sc3ccccc32)c1=O	10.9%
CCc1ccc(NC(=O)CSc2nc3c(sc4ccccc43)c(=O)n2CCCOC(C)C)cc1	0.4%
COc1ccc(C2=C(C(C)=O)Sc3nnc(-c4ccc(C)cc4)n3N2C(C)=O)cc1OC	-0.9%
COc1ccc(OC)c(NC(=O)CSC2=Nc3ccccc3C3=NC(CCC(=O)NCc4ccco4)C(=O)N23)c1 (stereo not drawn)	-26.1%
Cn1ncc2c(N3CCN(c4cccc(Cl)c4)CC3)ncnc21	?
O=C(COc1ccc2ccccc2c1)NC1CC(=O)N(c2ccccc2)C1 (stereo not drawn)	-23.5%
O=C(NCc1ccccc1Cl)C(=O)NCC(c1cccs1)S(=O)(=O)c1ccccc1 (stereo not drawn)	5.4%
CC(=O)Nc1ccc2nc(NC(=O)CS(=O)(=O)c3ccc(C)cc3)sc2c1	?
COc1ccc2nc(N(Cc3cccnc3)C(C)=O)sc2c1	-14.5%
O=C(NCc1cccnc1)C1CCN(Cc2cc3ccccc3n2Cc2ccccc2)CC1	?
CC(=O)C1=C(c2ccc(Br)cc2)N(C(C)=O)n2c(nnc2C2CCCCC2)S1	-0.2%
O=C(c1ccc(Cl)cc1)N1CCC(c2ccncc2)CC1	14.8%
O=C(CSCc1ccccc1Cl)N1CCN(c2ccc(Cl)cc2)CC1	4.3%
CCOC(=O)c1cc(-c2ccccc2)n(-c2cccc(C(=O)Nc3ccc(OC)cc3)c2)c1C	6.0%
CCN(CCCNC(=O)c1ccc(Sc2ccc(Cl)cc2)c(NC(C)=O)c1)c1cccc(C)c1	-8.3%
CCCCN(CCCNC(=O)CN1N=C(c2ccc(C)cc2)CCC1=O)c1ccccc1	-20.1%
CCOC(=O)c1cc(OC(=O)c2ccccc2Cl)n(-c2ccccc2)n1	3.2%
Cn1c(=O)n(C)c2cc(CNCc3ccc(C(=O)O)cc3)ccc21	-6.9%
COc1ccccc1N1CCN(c2ncnc3c2c(-c2ccccc2)cn3-c2cccc(C)c2)CC1	?
COc1ccc(NC(=O)c2cnc(SCC(=O)Nc3nc4ccc(C)cc4s3)n(C)c2=O)cc1	?
CC1=C(C(=O)Nc2ccccc2)C(c2ccccc2C)n2nc(SCC(=O)c3ccc(C)cc3)nc2N1 (stereo not drawn)	1.3%
CCCNC(=O)CN1CCN(c2ncc(NC(=O)c3ccc(Cl)cc3)cc2C(=O)O)CC1	8.4%
(more compounds)
SMILES	Chronic BCR inh
COc1cc2c(cc1OC)C(COc1ccccc1OC)N(C(=O)CC(C)C)CC2 (stereo not drawn)	-9.6%
COC(=O)c1cccc(Nc2c(-c3ccc(OC)cc3)nc3nc[nH]n23)c1	?
CCc1sc(Nc2cccc(C)c2C)nc1-c1cc2cccc(OC)c2oc1=O	-15.6%
COc1ccc(CNc2nc(SCc3ccccc3Cl)nc3ccccc23)cc1	-4.5%
Cc1ccc2nc(N(Cc3cccnc3)C(=O)C3CCCCC3)sc2c1	-1.7%
COc1cccc(N2CC(NC(=O)C(c3ccccc3)c3ccccc3)CC2=O)c1 (stereo not drawn)	-2.1%
Cc1ccc(-n2ncc3c(N4CCN(C)CC4)ncnc32)cc1C	?
CCOC(=O)CN1C(=O)N(c2ccc(C)c(C)c2)S(=O)(=O)c2ccccc21	?
O=C(CSc1ccc2nc(-c3ccccc3)cn2n1)Nc1ccccc1	16.0%
Cc1cnc2c(c1SCC(=O)NCc1ccccc1Cl)c(=O)n(C)c(=O)n2C	15.2%
O=C(C1CCCCC1)N(Cc1cccnc1)c1nc2ccc(F)cc2s1	29.0%
COc1ccc(Cl)cc1NC(=O)CSc1cc(C)[nH]c(=O)n1	15.3%
COc1ccc(NC(=O)c2sc3nc[nH]c(=O)c3c2C)cc1OC	2.3%
COc1ccc2nc(N(Cc3cccnc3)C(=O)c3ccc(Cl)cc3)sc2c1	9.3%
CCc1ccc(NC(=O)CSc2nc3c(sc4ccccc43)c(=O)n2CCCOC)cc1	?
O=C(NCc1ccc(Cl)cc1)C(=O)NCC(c1cccs1)S(=O)(=O)c1cccs1 (stereo not drawn)	9.0%
CCCCNC(=O)CSc1nc2cc3c(cc2c(=O)n1CCCCCC(=O)NCc1ccc2c(c1)OCO2)OCO3	-14.4%
CCOc1cccc2cc(-c3nnc(Nc4ccc(F)c(Cl)c4)s3)c(=O)oc12	?
Cc1ccc(NC(=O)CN2C(=O)c3ccccc3Sc3ccc(C(=O)N4CCOCC4)cc32)c(Cl)c1	?
